# TGFb inhibitor: blocks TGF-b signaling; Potency, µM (highest dose often 46.1 µM), for the others: top-dose activity, negative = inhibition, most hits filed as inhibitors; HepG2 CAGA-GFP TGF-b/SMAD3 reporter, GFP fluorescence, 18 h; TGF-beta stimulated, 500 pg/mL final; hit rate 1.2% among 410,000; AID 588855; also: potency is read from the fitted curve at half-maximal effect; % is scaled to controls: 0 for no effect and ±100 for the full control effect; nearly all actives have a fitted effect of over 65% in size
#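 TGF-beta reporter screen: HEPG2 CAGA-GFP, 1% FBS, 500 pg/mL TGF-beta final, 18 h; per-cell GFP summed per well; curves fitted and categorized by class.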
# Nrf2 inh: inhibitors of Nrf2 signaling | AID 504444 | Potency, µM (series often up to 46 µM), without a hit: at the top dose activity change, negative = inhibition, hits mostly inhibitors | hit rate 2.1% among 360,000 | A549 ARE-Fluc reporter, luciferase luminescence, 18-24 h; also: potency is read from the fitted curve at half-maximal effect; % is scaled to controls: 0 for no effect and ±100 for the full control effect; nearly all actives have a fitted effect of over 60% in size
#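 A549 ARE_Fluc cells, 5000/well, 5% FBS OPTI-MEM; compounds in dose-response, 18-24 h at 37 °C/5% CO2; CellTiter-Fluor viability read (Ex 405/Em 525), then BugLite luciferase luminescence = Nrf2 activity.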
# EPAC2 agonist: agonists of human EPAC2 (RAPGEF4). EPAC2 activation, biochemical qHTS; response scale: 100% = 6.5 mM cAMP response. Potency, µM (series often up to 154 µM), for inactives: top-dose activation, actives largely listed as activators. hit rate 0.079% among 360,000. AID 720711; also: potency is read from the fitted curve at half-maximal effect; nearly all actives have a fitted effect of over 50% in size
# Target sequence (Q8WZA2 whole entry, looked up): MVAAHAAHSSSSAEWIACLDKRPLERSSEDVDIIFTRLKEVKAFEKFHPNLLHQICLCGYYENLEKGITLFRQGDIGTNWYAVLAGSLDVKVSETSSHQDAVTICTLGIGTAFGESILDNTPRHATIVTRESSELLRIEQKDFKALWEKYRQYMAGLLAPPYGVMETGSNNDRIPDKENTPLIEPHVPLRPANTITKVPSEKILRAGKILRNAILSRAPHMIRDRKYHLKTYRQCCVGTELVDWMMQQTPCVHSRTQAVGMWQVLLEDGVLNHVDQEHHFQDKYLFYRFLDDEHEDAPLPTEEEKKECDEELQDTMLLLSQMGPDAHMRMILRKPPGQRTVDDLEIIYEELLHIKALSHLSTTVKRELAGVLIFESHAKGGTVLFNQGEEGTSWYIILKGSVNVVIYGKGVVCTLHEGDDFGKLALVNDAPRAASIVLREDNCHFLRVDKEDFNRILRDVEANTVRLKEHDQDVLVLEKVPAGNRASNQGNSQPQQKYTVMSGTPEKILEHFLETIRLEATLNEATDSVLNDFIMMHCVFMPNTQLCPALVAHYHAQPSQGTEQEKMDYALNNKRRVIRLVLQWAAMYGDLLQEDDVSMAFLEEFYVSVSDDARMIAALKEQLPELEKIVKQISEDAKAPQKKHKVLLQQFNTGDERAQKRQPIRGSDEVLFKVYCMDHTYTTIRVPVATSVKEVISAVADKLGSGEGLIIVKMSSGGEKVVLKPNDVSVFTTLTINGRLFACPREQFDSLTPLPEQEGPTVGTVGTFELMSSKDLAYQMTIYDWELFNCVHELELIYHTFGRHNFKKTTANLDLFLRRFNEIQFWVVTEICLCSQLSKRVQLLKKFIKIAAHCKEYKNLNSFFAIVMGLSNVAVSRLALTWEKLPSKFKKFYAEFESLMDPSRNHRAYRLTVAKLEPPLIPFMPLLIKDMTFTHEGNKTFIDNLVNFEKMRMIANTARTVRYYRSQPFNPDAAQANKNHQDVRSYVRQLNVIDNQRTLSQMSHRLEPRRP
#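 EPAC2 (100 nM) mixed with Rap1B loaded with BODIPY-GDP (250 nM) plus 50 uM unlabeled GDP; compounds pinned in, 5 min RT, then read every 5 min for 30 min (ex 480, em 540 nm). Normalized to cAMP control.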
# EPAC2 antag: antagonists of human EPAC2; Q8WZA2; EPAC2 GEF exchange of Rap1B-BODIPY-GDP, fluorescence; Potency, µM (doses to about 114 µM), for inactives: at the highest dose activity, negative = inhibition, actives largely listed as inhibitors; hit rate 0.18% among 360,000; AID 720708; also: potency is read from the fitted curve at half-maximal effect; % is scaled to controls: 0 for no effect and ±100 for the full control effect; nearly all actives have a fitted effect of over 45% in size; many of its hits are not listed in these tables
# CCT modulator: modulators of cytosolic chaperonin (CCT/TRiC) activity; purified chaperonin ATPase assay, HTRF ADP detection, 30 min; activity change, % (test concentration not listed), hits read low; hit rate 0.3% among 360,000; in the data active = activity change below about -30%; also: % is scaled to controls: 0 for no effect and ±100 for the full control effect
#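 ATPase activity: ADP formed was measured by HTRF Transcreener (665/615 nm ratio) after 30 min at 37 deg C with 10 uM ATP. Compounds screened at one 76 uM concentration against 40 or 20 nM TRiC in Tris pH 7.4/KCl/MgCl2/DTT buffer.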
# Mm-Cpn inhibitor: inhibitors of Methanococcus maripaludis chaperonin (MmCpn). purified Mm-Cpn ATPase, ADP Transcreener TR-FRET. Potency, µM (series often up to 76.9 µM), without a hit: top-dose activity, negative = inhibition, usual class: inhibitors. hit rate 0.031% among 330,000; also: potency is read from the fitted curve at half-maximal effect; % is scaled to controls: 0 for no effect and ±100 for the full control effect; nearly all actives have a fitted effect of over 80% in size
#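 ATP (10 uM final) was added to archaeal chaperonin (25 nM final) after 10 min exposure to test compound at 37°C; after 30 min further incubation, ADP was detected by competitive TR-FRET.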
# Nrf2 activator: activates Nrf2 signaling; hit rate 0.31% among 410,000; Potency, µM (titrated, usually from 46.1 µM), inactives show top-dose activation, most hits filed as activators; AREc32 ARE-luciferase reporter (MCF7-derived line), luminescence, 24 h; also: potency is read from the fitted curve at half-maximal effect; % of control where 0% means no effect; nearly all actives have a fitted effect of over 65% in size
#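 AREc32_Fluc, 1000 cells/well, OPTI-MEM + 5% FBS, o/n 37 deg C 5% CO2; 23 nL cpd by pin tool, 24 hr; Steady-Glo 30 min RT, luminescence.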
# A549 tox: kills or reduces viability of A549 cells in Nrf2 counter-screen; A549 ARE-Fluc cells, CellTiter-Fluor viability, 18-24 h; Potency, µM (top dose mostly 46 µM), without a hit: top-dose activity change, negative = cytotoxicity, actives largely listed as inhibitors; hit rate 0.16% among 390,000; AID 504648; also: potency is read from the fitted curve at half-maximal effect; % is scaled to controls: 0 for no effect and ±100 for the full control effect
#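 Cytotoxicity counterscreen: CellTiter-Fluor fluorescence was measured in A549 ARE_Fluc cells after 18-24 h of compound exposure in a concentration series. The subsequent BugLite luminescent read reports ARE-luciferase activity.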
# Akt phos inh: blocks phosphorylation of Akt; activity change, % for hits at 50 µM; Neuro2A IGF-stimulated pAkt S473 HTRF, 20 min; hits give low values; hit rate 0.32% among 360,000; in the data active = activity change below about -80%; inconclusive = mostly about -51% to -80%; also: % is scaled to controls: 0 for no effect and ±100 for the full control effect
#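 Single-point screen (50 µM final compound) in Neuro2A cells stimulated 20 min with 6 nM IGF at 37 deg C. After lysis, Ser473-phosphorylated Akt read by HTRF (ex 330 nm, em 615/665 nm) as the 665/615 ratio.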
# Numbers without * were called inactive; i = inactive; u = inconclusive; x = not tested or not shown; & = joins results of further samples; [ ] = another dose, or the depositor's remark. Unless noted, calls follow the shape of the dose curve; as a rule, active = well fitted curve in the direction sought with a large enough effect; inconclusive = small, poorly fitted or top-dose-only effect, or another doubt; inactive = no such curve, though single readings can be large; an effect the other way counts as inactive or inconclusive.
SMILES,TGFb inhibitor,Nrf2 inh,EPAC2 agonist,EPAC2 antag,CCT modulator,Mm-Cpn inhibitor,Nrf2 activator,A549 tox,Akt phos inh
COc1cc(Nc2ccccc2Cl)c([N+](=O)[O-])nc1[N+](=O)[O-],u,u,8.5%,-5.2%,0.8,1.3%,u,u,x
CN1CCN(S(=O)(=O)c2ccc3[nH]c(=O)oc3c2)CC1,-1.1%,10.6%,1.1%,11.5%,0.6,1.7%,0.6%,0.6%,i
CCCC#Cc1cnc2c(c1)C(=O)N([C@H](C)CO)C[C@H](C)[C@@H](CN(C)C(=O)CCN1CCCCC1)O2,1.3%,x,12.2%,-9.4%,-6.0,x,-0.6%,x,i
Cc1nc2c(sc(=S)n2Cc2ccco2)c(=O)n1CC(=O)Nc1ccccc1F,5.0%,-6.4%,0.1%,12.2%,-2.1,0.4%,0.3%,1.1%,i
Cc1cc(C(=O)N/N=C/c2ccccc2Br)no1,5.6%,18.6%,12.1%,-5.3%,-0.8,1.3%,3.0%,-1.1%,i
O=C(CSc1nc2c(cnn2-c2ccc(F)cc2)c(=O)[nH]1)Nc1ccc(Br)cc1,u,-10.6%[9.27 µM],x,x,x,x,0.8%,1.6%,x
CN(CC(=O)Nc1c(Cl)cccc1Cl)C(=O)CCC1CCCC1,-11.5%,0.7%,2.3%,-8.7%,-1.7,-1.2%,-1.7%,-3.8%,i
CC(C)NC(=O)C1CCC(Cn2c(=O)c3sccc3n(Cc3ccc(F)cc3)c2=O)CC1 (stereo not given),19.5%,13.5%,x,x,x,x,-0.2%,7.3%,x
COc1ccc(Cl)cc1C(=O)NNC(=O)c1cccnc1,-11.5%,-2.5%,5.4%,-1.5%,1.1,-0.1%,-0.1%,3.5%,i
Cc1noc(NS(=O)(=O)c2ccc(NC(=O)c3oc4ccc(F)cc4c3C)cc2)c1C,0.6%,12.7%,2.8%,-18.3%,-1.2,-3.9%,2.8%,3.8%,i
Cc1ccc(C(=O)N2CCN(C)CC2)cc1S(=O)(=O)N1CCCCCC1,0.0%,13.6%,1.4%,-0.9%,-1.3,-0.7%,-0.2%,-0.2%,i
COc1cc(C(=O)N2CCN(c3ccc([N+](=O)[O-])cc3)CC2)ccc1OCc1c(C)noc1C,-14.8%,u,2.7%,-5.0%,-0.9,-0.3%,0.2%,-18.2%,i
CC(=O)c1ccc(N2CCN(C(=O)C3CCN(S(=O)(=O)c4ccc(Br)s4)CC3)CC2)cc1,u,u,x,x,x,x,3.6%,-12.9%,x
CC12CC3CC(C)(C1)CC(C(=O)N1CCCC1)(C3)C2,-1.9%,-5.9%,-3.4%,6.6%,-2.1,-1.0%,-0.9%,1.1%,i
CN(C)C(CNc1ncccn1)c1ccccc1 (stereo not given),11.1%,14.9%,2.7%,7.6%,0.6,1.4%,0.3%,4.2%,i
Cc1cc(O)ccc1NC(=O)Cc1cccc2ccccc12,-13.4%,-4.8%,-0.7%,5.4%,-6.0,x,4.4%,-4.8%,i
Cc1cc2occ(CC(=O)NCc3cccs3)c2cc1C(C)C,u,-8.5%,16.5%,-19.1%,-1.3,0.7%,-0.2%,14.3%,i
CSc1sc2ccccc2[n+]1CCCS(=O)(=O)[O-],-5.5%,0.6%,14.1%,2.1%,-1.8,-1.6%,0.4%,-1.0%,i
O=C(O)c1cc(S(=O)(=O)NCC2COc3ccccc3O2)ccc1Cl (stereo not given),10.8%,3.6%,0.2%,-5.6%,0.4,-5.8%,-0.5%,1.2%,i
CC(C)(C)n1nc2c(c1NC(=O)COc1ccc(Cl)cc1)CSC2,u,-21.2%,8.3%,-6.8%,-1.7,0.6%,2.6%,-1.0%,i
Cn1ccnc1SCC(=O)c1ccc(C#N)cc1,-15.2%,-0.5%,5.1%,3.1%,-2.7,-1.1%,0.6%,-7.8%,i
CCn1nc(CC(=O)O)c2ccccc2c1=O,-8.4%,-11.0%,-3.6%,-1.0%,0.6,-2.2%,0.2%,-8.4%,i
COCCN1Cc2cccc(C(=O)Nc3ccc(S(=O)(=O)N4CCOCC4)cc3)c2C1=O,3.4%,u,-6.5%,2.2%,0.1,0.8%,-0.7%,-5.3%,i
Cc1cccc(OCC(=O)Nc2cc(C)c(C)cc2O)c1,-0.5%,20.4%,5.1%,0.7%,0.1,-1.4%,12.0%,3.1%,i
O=C(COC(=O)CNC(=O)c1cccc(OC(F)F)c1)NCc1ccc2c(c1)OCO2,-1.3%,1.9%,3.1%,3.1%,-1.7,-1.8%,0.4%,5.3%,i
Cc1ccc(SCc2c(C(=O)N/N=C/c3ccncc3)nnn2-c2nonc2N)cc1,1.4%,3.5%,-2.8%,-3.7%,-2.9,1.6%,-0.2%,-6.1%,i
CSc1nc(-c2ccccc2)nc(C(Cl)Cl)n1,-11.3%,23.1µM*,3.5%,-4.1%,-9.9,-0.3%,-0.9%,u,i
Fc1ccccc1CSCc1nc2ccccc2[nH]1,u,22.8%,-0.2%,7.8%,-0.5,-0.9%,3.7%,-2.3%,i
CC(C)c1ccc(C(=O)CSc2n[nH]c(-c3ccncc3)n2)cc1,29.4%,x,-6.7%,-2.8%,-1.3,2.8%,2.5%,-0.5%,i
COc1ccc(CNc2nc3c(-c4ccc(C)cc4)nnn3c3ccccc23)cc1,-5.6%,u,x,x,x,x,8.9%,3.8%,x
C[C@@H]1CCC(=O)N(CC[C@H](N=[N+]=[N-])c2ccccc2)CC1,-2.2%&1.6%,1.6%,8.7%,-6.3%,1.1,0.9%,0.7%,-4.8%,i
COc1ccc(C(=O)OCC(=O)N(Cc2ccccc2)Cc2ccccc2)c(O)c1,-8.1%,x,1.8%,4.7%,-1.3,x,3.1%,x,i
O=C(NCCc1ccc2c(c1)OCCO2)c1ccc(F)cc1,-15.8%,-25.3%,13.3%,3.5%,-7.0,-0.8%,0.3%[9.22 µM],4.7%,i
CCS(=O)(=O)Nc1cccc(C2=NN(S(=O)(=O)c3ccccc3)C(c3ccco3)C2)c1 (stereo not given),-23.3%,-6.8%,15.1%,-6.1%,-3.4,1.1%,0.3%,0.2%,i
CC(C)(C)C(=O)N(Cc1ccc(Cl)cc1)Cc1cccnc1,7.8%,7.5%,6.4%,-10.4%,-0.1,-2.6%,-0.6%,0.3%,i
CCOC(=O)N1CCN(C(=O)CSc2nc3ccccc3c(=O)n2-c2ccccc2)CC1,3.16µM*,-8.5%,8.9%,6.9%,0.3,1.4%,2.8%,-9.0%,i
O=C1c2ccccc2C(=O)c2c(NCc3cccnc3)cccc21,-19.4%,-8.9%,-3.4%,-2.0%,1.4,0.1%,-0.1%,-0.9%,i
O=C(COc1ccc(Br)cc1)Nc1nc(-c2cccnc2)cs1,6.3%,6.4%,2.8%,7.0%,-0.2,-4.9%,0.4%,-5.7%,i
COc1cc(C2NC(=O)NC(C)=C2C(=O)OC2CCCCC2)cc(Br)c1O (stereo not given),u,7.0%,2.4%,-5.5%,-1.0,-1.4%,3.0%,-6.3%,x
CCOC(=O)CNC(=O)CSc1ncnc2c1cnn2-c1ccc(C)cc1,11.6%,5.5%,-6.3%,-1.7%,-4.1,1.5%,-0.2%,-0.6%,i
Cc1ccc(Nc2nc(NCCO)c3ccccc3n2)cc1C,14.1µM*,u,8.2%,-7.8%,0.5,-0.4%,2.1%,-2.3%,i
CCOC(=O)c1nnc(-c2cccs2)nc1NC(C)C,3.8%,u,15.0%,-3.7%,-1.6,-0.4%,6.8%,x,i
COc1ccc(CN(C)[C@H]2C[C@H]3c4[nH]c5ccccc5c4CCN3C[C@H]2[C@H](C)O)cc1,-14.0%,x,19.5%,11.2%,-1.5,x,2.6%,x,i
O=C(CN1CCCC1)Nc1cccc(Cl)c1,-3.8%,2.2%,4.6%,5.9%,0.9,0.3%,-0.5%,10.0%,i
CC(=O)N1c2ccc(S(=O)(=O)N3CCCC(C(=O)NC4CCCC(C)C4C)C3)cc2CC1C (stereo not given),-4.5%,u,-7.6%,36.6%[activator],0.2,1.8%,-0.6%,-2.7%,i
O=C(CSc1nnc(NC(=O)c2ccco2)s1)Nc1cccc(F)c1,0.4%,6.0%,-3.2%,14.3%,1.7,1.3%,-0.4%,0.9%,i
O=C(COC(=O)c1ccc(F)cc1F)NCCC1=CCCCC1,-11.9%,-11.2%,-1.9%,-1.3%,-2.1,-2.5%,0.1%,-10.9%,i
COc1ccc(OCc2cn3c(C)cc(C)nc3n2)cc1,5.5%,4.9%,-2.7%,3.1%,-1.0,-7.2%,0.3%,19.1%,i
CCOC(=O)c1cn2nc(SCc3ccccc3)nc2nc1C,2.4%,7.4%,4.2%,-0.9%,-2.2,-0.4%,4.5%,-9.1%,i
c1ccc(-c2nnc(OCC3CCCO3)c3ccccc23)cc1 (stereo not given),-1.7%,-14.0%,18.0%,-6.9%,-2.3,1.6%,1.4%,5.4%,i

# 3 compounds from above, sorted by the number in Mm-Cpn inhibitor, descending.
structure | Mm-Cpn inhibitor
CCOC(=O)N1CCN(C(=O)CSc2nc3ccccc3c(=O)n2-c2ccccc2)CC1 | 1.4%
O=C1c2ccccc2C(=O)c2c(NCc3cccnc3)cccc21 | 0.1%
O=C(COc1ccc(Br)cc1)Nc1nc(-c2cccnc2)cs1 | -4.9%

# Source: PubChem (National Center for Advancing Translational Sciences (NCATS))

# Some of the compounds tested, so the mix of outcomes need not match the whole.
